# Scp1 inh: inhibitors of human Scp-1 phosphatase | Q9GZU7 | Recombinant Scp1, phosphopeptide, malachite green phosphate absorbance | inhibition, % at 20 µM | hit rate 0.88% among 340,000;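 active = inhibition above about 50% at 20 µM, limit read from the data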;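 also: plate controls were DMSO wells with enzyme for no effect and wells lacking enzyme for full effect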
#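 Test system: SCP-1 phosphatase catalytic domain, residues 76-261; measured by: colorimetric phosphate reagent with accelerator and stabiliser, absorbance at 630 nm; timing: enzyme reaction 45 min at room temperature, colour 5 min, stabilisation 30 min; also added: Phosphorylated 17-residue peptide substrate; compound dosing: one concentration, 20 µM, with 1.0% DMSO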
# TbMetRS inhib: blocks T. brucei methionyl-tRNA synthetase activity; purified T. brucei MetRS, ATP depletion, Kinase-Glo luminescence; inhibition, % at 11.9 µM; hit rate 0.4% among 360,000;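 active = inhibition above a per-plate cutoff of the control wells' mean inhibition plus 3 SD, cut at about 5.5% in these data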;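 also: 0% = DMSO wells median and 100% = median of wells with control inhibitor compound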
#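 technique = Kinase-Glo luminescence, ATP depletion format | system = purified MetRS (methionyl-tRNA synthetase) enzyme from Trypanosoma brucei | timing = 15 min preincubation, 2 h reaction, all 25 °C | evaluation = percent inhibition versus plate control medians | dosing = single dose, 11.9 µM final nominal, 0.9% final DMSO | also added = substrates ATP, L-methionine and bulk Escherichia coli tRNA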
# NRP1-CendR mod: modulators of CendR peptide binding to human neuropilin-1; FAM-RPARPAR peptide binding to NRP-1, fluorescence polarization; inhibition, % at 25 µM; hit rate 0.85% among 360,000; AID 602438;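 active = inhibition or corrected inhibition above about 18%, plus a signal ratio from 0.5 to 1.5, limit read from the data, passing the limit was not always enough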; also: strong numbers were not always called active
# LMPTP block: LMPTP (human) inhibition; P24666; recombinant LMPTP-A, OMFP fluorogenic substrate, fluorescence intensity; inhibition, % at 20 µM; hit rate 0.22% among 360,000;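 active = compounds that cut the enzyme signal by at least half of the control window in the single-dose screen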;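 also: plate controls were DMSO wells with enzyme plus substrate for no effect and substrate without enzyme for full effect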
#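 material = LMPTP-A | quantity = 0.625 nM enzyme | reagent = OMFP substrate, 400 µM final | buffer or medium = Bis-Tris pH 6.0, DTT, detergent | detection = endpoint fluorescence intensity from OMFP dephosphorylation | dosing = single 20 µM dose | read-out basis = % inhibition relative to no-enzyme and uninhibited control wells | control set = no-enzyme and uninhibited controls | timing = 50 min at room temperature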
# MsrA inhibitor: inhibitors of bovine MsrA | inhibition, % at 15.5 µM | purified bovine MsrA, absorbance read-out | hit rate 0.75% among 360,000; in the data active = inhibition above about 4.5%;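 also: 0% = vehicle wells with enzyme and 100% = reference inhibitor wells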
# DNMT1 inh: DNMT1 (human) enzyme inhibition | hit rate 0.83% among 360,000 | DNMT1 molecular beacon, Hinp1I cleavage, fluorescence | inhibition (reported as % activation of signal), % at 10 µM | P26358; in the data active = inhibition above about 50%
# Target sequence (P26358 504-1616 limits assumed): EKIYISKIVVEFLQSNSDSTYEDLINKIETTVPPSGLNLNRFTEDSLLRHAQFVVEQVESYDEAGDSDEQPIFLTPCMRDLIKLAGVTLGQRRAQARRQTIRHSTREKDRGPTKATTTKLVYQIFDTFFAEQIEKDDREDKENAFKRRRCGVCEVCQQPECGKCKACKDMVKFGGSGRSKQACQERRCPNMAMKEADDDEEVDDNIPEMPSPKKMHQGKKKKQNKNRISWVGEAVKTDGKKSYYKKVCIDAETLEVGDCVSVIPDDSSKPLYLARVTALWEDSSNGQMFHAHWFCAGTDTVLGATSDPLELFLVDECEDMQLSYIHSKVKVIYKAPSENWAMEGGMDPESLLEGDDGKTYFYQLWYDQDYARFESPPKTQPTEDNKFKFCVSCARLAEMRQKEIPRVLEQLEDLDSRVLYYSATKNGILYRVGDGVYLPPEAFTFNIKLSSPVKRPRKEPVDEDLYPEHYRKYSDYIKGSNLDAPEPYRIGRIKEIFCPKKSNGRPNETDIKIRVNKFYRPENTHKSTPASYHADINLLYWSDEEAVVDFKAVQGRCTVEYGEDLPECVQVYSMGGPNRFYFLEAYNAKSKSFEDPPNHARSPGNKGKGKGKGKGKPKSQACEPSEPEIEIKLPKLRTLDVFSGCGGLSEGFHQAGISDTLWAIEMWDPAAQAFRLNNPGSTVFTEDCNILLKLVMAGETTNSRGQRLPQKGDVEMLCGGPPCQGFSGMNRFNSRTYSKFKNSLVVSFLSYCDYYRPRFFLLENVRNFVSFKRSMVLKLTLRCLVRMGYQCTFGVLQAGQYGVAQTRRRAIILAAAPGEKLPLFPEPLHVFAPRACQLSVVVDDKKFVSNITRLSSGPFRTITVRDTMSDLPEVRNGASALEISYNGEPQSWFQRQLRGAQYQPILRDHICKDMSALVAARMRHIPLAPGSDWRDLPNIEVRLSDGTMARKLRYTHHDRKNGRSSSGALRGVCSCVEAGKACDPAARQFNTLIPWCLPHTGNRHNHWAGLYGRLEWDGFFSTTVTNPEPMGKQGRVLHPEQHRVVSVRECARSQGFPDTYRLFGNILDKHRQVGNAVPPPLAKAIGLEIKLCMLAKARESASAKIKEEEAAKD
# STEP block: STEP (human) phosphatase inhibition | P54829 | recombinant STEP, OMFP fluorogenic substrate, fluorescence | inhibition, % at 20 µM | hit rate 0.25% among 360,000 | AID 588621;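 active = inhibition at 20 µM, scaled per plate between control wells, above about 37%, limit read from the data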;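 also: 0% = DMSO with enzyme and substrate and 100% = substrate only without enzyme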
#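 Material: STEP (striatal-enriched tyrosine phosphatase) enzyme, cell-free | Medium: 50 mM Bis-Tris pH 6.0 with 2.5 mM DTT and 0.005% Tween 20 | Read-out: Percent inhibition scaled to no-enzyme and uninhibited-enzyme controls, plate-pattern corrected | Signal: Fluorescence read at 480 nm ex / 540 nm em | Times: 20 min reaction, room temperature, in the dark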
# SUMO1-SIM PPI: alters human SUMO1 binding to SIM partners. P63165. SUMO1 binding to a labelled peptide, TR-FRET, 1 h. inhibition, % at 20 µM. hit rate 0.33% among 360,000. AID 602429; in the data active = inhibition above about 37%
# eLon inh: inhibitors of E. coli Lon protease; AID 602123; P0A9M0; hit rate 0.42% among 360,000; inhibition, % at 7.94 µM; purified E. coli Lon protease, fluorescence polarization; in the data active = inhibition above about 13%, passing the limit was not always enough;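 also: 0% = enzyme with probe and DMSO and 100% = no enzyme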
# bovine MsrA act: activators of bovine methionine sulfoxide reductase A; hit rate 0.3% among 360,000; AID 602163; purified bovine MsrA, absorbance read-out; activation, % at 10.6 µM; in the data active = activation above about 7.5%;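 also: 0% = vehicle and 100% = reference activator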
# An asterisk follows results filed as active; / = not tested or not shown.
SMILES,Scp1 inh,TbMetRS inhib,NRP1-CendR mod,LMPTP block,MsrA inhibitor,DNMT1 inh,STEP block,SUMO1-SIM PPI,eLon inh,bovine MsrA act
COc1ccc(-n2cnnc2SCC(=O)c2ccc(S(=O)(=O)N3CCOCC3)cc2)cc1,2,-0.5,1,-0.3,1.6,-3,-2,-5,-16,-3
CC(NC(=O)CCC(=O)N1CCCCCC1)c1ccccc1 (centres undefined),-2,-0.9,-6,-0.4,-0.2,2,-2,-1,4,-4
COc1ccc(CCN2C(=O)CC(Cc3ccc(Br)cc3)C2=O)cc1OC (centres undefined),-7,0.5,2,0.0,-0.2,-2,0,0,-1,-2
O=C(NCc1ccccc1Cl)C1CCN(S(=O)(=O)N2CCCCC2)CC1,-4,-1.1,-5,1.1,0.8,-5,-1,0,-9,-10
O=C1C=C(N2CCN(C3=CC(=O)CCC3)CC2)CCC1,-3,-0.6,13,-2.5,-0.8,5,3,0,4,-1
CC(C)c1ccc(OCC(=O)NCCO)cc1,-5,-0.4,-2,-1.0,1.1,3,-3,1,-12,-4
CC(C)(O)CC[C@@H](O)[C@](C)(O)[C@H]1CC[C@@]2(O)C3=CC(=O)[C@@H]4C[C@@H](O)[C@@H](O)C[C@]4(C)C3CC[C@]12C (some centres undefined),1,-0.2,-3,-0.9,-0.5,-1,-2,3,0,-4
O=C(CN1CCOC1=O)N1CCCC(Nc2ccc(F)c(F)c2)C1 (centres undefined),-12,0.1,3,-0.8,1.0,0,-2,-4,-3,-3
C[C@H]1CN([C@@H](C)CO)S(=O)(=O)c2ccc(Br)cc2O[C@H]1CN(C)S(=O)(=O)c1ccccc1,/,0.8,3,-1.2,-1.6,3,-1,-1,7,0
Cc1ccccc1C(=O)N(Cc1nc2ccccc2c(=O)[nH]1)C1CCCC1,3,0.0,1,0.4,-1.0,-1,-3,4,-6,-1
COc1ccccc1N1CCN(Cc2nc3ccccc3c(=O)n2CC(C)=O)CC1,-13,-0.8,22,-1.1,-0.4,1,-1,-7,-5,-4
CCCOc1ccc(N2C(=O)CC(N(CCc3ccccc3)C(=O)c3ccccc3)C2=O)cc1 (centres undefined),-3,-0.6,-5,-1.1,-1.2,4,-4,0,-4,-2
CC(C)NC(=O)N(C)C[C@@H]1OCCCC[C@@H](C)Oc2ccc(NC(=O)Nc3ccc(F)cc3)cc2C(=O)N([C@H](C)CO)C[C@@H]1C,/,-1.5,-3,-1.5,0.0,8,0,1,-2,-9
Cc1ccc(CN2C(=O)C(C)Nc3ncnc(N4CCN(c5ccccn5)CC4)c32)cc1 (centres undefined),4,-0.2,-7,0.3,1.6,-6,0,1,-3,-7
Cc1cc(C)c(NC(=O)C2CCCN2CCOC(=O)c2ccccc2)c(C)c1 (centres undefined),-4,-0.5,7,1.0,-0.2,-2,-1,3,6,-2
C=CCC[C@H](Cc1ccc(F)cc1)C(=O)OC[C@H]1CCCN1C(=O)[C@@H](CC=C)CC(=O)NCCO,-11,-0.5,-1,1.3,0.6,7,-3,0,6,0
CCCCCC(=O)NNC1=NCC(Cc2cccc(Cl)c2)S1 (centres undefined),-3,-0.9,-6,-1.5,2.3,-1,-1,2,1,-4
COc1cc(NC(=O)COC(=O)CO/N=C(\C)c2ccc3c(c2)OCO3)cc(OC)c1,-10,-0.4,10,2.6,0.2,-17,0,5,7,-6
CCOc1ccccc1C(=O)NC(C(=O)NCc1ccccc1OC)C(C)C (centres undefined),-26,-0.7,6,0.4,-0.6,-36,1,-1,3,1
COc1ccc(NC(=O)CCc2nnc3ccc(NCc4ccco4)nn23)cc1,-1,-0.1,3,-0.3,-0.4,-5,-3,3,-6,-2
COc1ccccc1OC1=NS(=O)(=O)c2ccccc21,-9,-1.5,-9,-2.2,2.5,3,2,-1,3,-9
NS(=O)(=O)c1ccc(N=Nc2ccc(=O)[nH]c2O)cc1,86*,-0.6,22,16,0.6,100*,85*,22,-3,-4
Cc1ccc(OCCC(=O)OCC(=O)Nc2ccc(N3CCOCC3)cc2)cc1,-3,-0.7,5,-0.9,-1.0,2,-2,3,-7,-3
COc1ccc(CNC(=O)Cn2cnc3c(=O)n(C)c(=O)n(C)c32)cc1,-6,0.9,-6,-0.8,1.7,1,0,2,2,-3
O=C(Oc1cccc(Oc2ccccc2)c1)N1CCOCC1,-8,-0.3,0,0.3,1.0,-1,-5,0,-4,-4

# Reprinted from the part before: six compounds, followed by the next part.
SMILES,Scp1 inh,TbMetRS inhib,NRP1-CendR mod,LMPTP block,MsrA inhibitor,DNMT1 inh,STEP block,SUMO1-SIM PPI,eLon inh,bovine MsrA act
COc1ccc(NC(=O)CCc2nnc3ccc(NCc4ccco4)nn23)cc1,-1,-0.1,3,-0.3,-0.4,-5,-3,3,-6,-2
COc1ccccc1OC1=NS(=O)(=O)c2ccccc21,-9,-1.5,-9,-2.2,2.5,3,2,-1,3,-9
NS(=O)(=O)c1ccc(N=Nc2ccc(=O)[nH]c2O)cc1,86*,-0.6,22,16,0.6,100*,85*,22,-3,-4
Cc1ccc(OCCC(=O)OCC(=O)Nc2ccc(N3CCOCC3)cc2)cc1,-3,-0.7,5,-0.9,-1.0,2,-2,3,-7,-3
COc1ccc(CNC(=O)Cn2cnc3c(=O)n(C)c(=O)n(C)c32)cc1,-6,0.9,-6,-0.8,1.7,1,0,2,2,-3
O=C(Oc1cccc(Oc2ccccc2)c1)N1CCOCC1,-8,-0.3,0,0.3,1.0,-1,-5,0,-4,-4
O=C(NC(=S)Nc1cc(C(F)(F)F)ccc1Cl)c1ccccc1,-8,0.4,10,1.6,-0.1,-2,2,-1,2,1
CCN(CC(=O)NC1CCS(=O)(=O)C1)S(=O)(=O)c1ccc(F)cc1 (centres undefined),44,-1.4,5,3.6,0.1,22,9,1,3,-11
Clc1ccc(-c2nc3ccccc3nc2-c2ccccc2)cc1,-13,-0.3,10,3.5,-1.0,-2,9,-10,-4,-5
O=C(/C=C/c1ccccc1)N/C(=C/c1ccccc1)C(=O)NCCO,-1,-0.8,12,-1.9,-0.1,0,-2,9,-9,-2
Cc1cc(N2CCOCC2)nc2ccc(NC(=S)NCc3ccc4c(c3)OCO4)cc12,4,-0.3,10,3.6,0.8,-5,2,1,2,0
CCCCCCCCN1N=N[C@H]2[C@H]1[C@@H]1C[C@H]2N(C(=O)OC(C)(C)C)O1,-1,0.9,-1,1.7,-0.5,9,3,2,12,0
CN(c1ccc(C(=O)Nc2cccnc2)cc1)S(=O)(=O)c1ccc(Cl)cc1,0,0.0,6,0.6,0.3,1,0,-1,2,-2
O=C(OCc1cnc(Cl)s1)c1cccc(Cl)c1,6,-1.7,13,-0.4,-0.4,0,-2,2,1,-12
CCOC(=O)CNC(=O)CN1C(=O)CC(c2ccco2)Sc2ccccc21 (centres undefined),4,-1.1,-2,-1.5,-0.4,7,6,-5,3,-4
C[C@H]1CN([C@@H](C)CO)C(=O)CCCn2nncc2CO[C@@H]1CN(C)Cc1ccccc1,/,-0.4,-8,-2.7,-0.2,1,0,2,-2,-5
Cc1ccccc1N(C(=O)c1cccs1)c1nc2ccccc2s1,3,-0.4,3,1.9,-0.1,-2,0,-1,-13,-1
Cc1ccccc1N1CC(C(=O)NC2CCCC2)CC1=O (centres undefined),-4,-0.5,-8,-2.2,1.1,-1,-2,2,1,2
Cc1cc(C)cc(C(=O)NCC(=O)OC(C)C(=O)N(C)c2ccccc2)c1 (centres undefined),-11,-0.1,6,-0.2,-0.6,0,-1,3,-9,-3
Cc1c2cnn(-c3ccccc3)c(=O)c2c(C)n1CCCC(=O)NCCN1CCN(C)CC1,6,0.0,3,-4.0,-0.9,0,1,5,-2,-1
CCOC(=O)Cn1c(=O)oc2cc(S(=O)(=O)Nc3cc(OCC)ccc3OCC)ccc21,-11,-0.9,4,2.2,-1.7,-8,7,3,-8,-3
CCN(CC)S(=O)(=O)c1cc(NC(=O)COC(=O)Cn2cnc3ccccc32)ccc1C,-5,0.1,8,-1.2,-1.3,2,1,0,2,1
COc1cccc(NC(=S)N(CCc2nc3cc(C)c(C)cc3[nH]2)Cc2cccnc2)c1,-11,0.1,6,0.4,1.1,-4,2,-2,7,-1
COc1ccc(-c2ccc(C(=O)O)o2)c([N+](=O)[O-])c1,-5,0.3,20,0.3,2.0,-8,1,-10,1,-3
CCS(=O)(=O)n1nc(C(=O)N2CCOCC2)nc1N,-2,-0.6,5,-0.5,0.9,0,-3,-2,-4,-3
